# GAA glycogen = qHTS Assay for Inhibitors and Activators of Human alpha-Glucosidase Cleavage of Glycogen. recombinant GAA, glycogen substrate, Amplex Red glucose oxidase fluorescence. Potency, µM (titrated, usually from 76.4 µM), for the others: top-dose activity change, negative = inhibition, hits mostly inhibitors. Lysosomal alpha-glucosidase (Homo sapiens), P10253. AID 2100, 2009. 300,000 compounds, 0.38% hits;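 further: 0% = full enzyme reaction and -100% = no-enzyme basal signal; the screen sought inhibitors and activators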
#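 Recombinant human alpha-glucosidase (4 nM final) hydrolysed bovine liver glycogen (30 ug) for 40 min at 37 C in pH 5.0 citrate/phosphate with 0.01% Tween-20. Released glucose detected by glucose oxidase/Amplex Red, Ex 573/Em 610 nm. Compounds up to 77 uM; AC50 from Hill fits.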
# SMN2 splice up = qHTS Assay for Enhancers of SMN2 Splice Variant Expression; Potency, µM (top dose mostly 46.1 µM), without a hit: at the top dose activity change, positive = activation, actives largely listed as activators; HEK293 SMN2-luciferase splicing reporter, luminescence, 30-36 h; 210,000 compounds, 2.8% hits; further: % of control where 0% means no effect; nearly all actives have a fitted effect of over 55% in size
#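 qHTS luciferase splicing reporter: luminescence rises when SMN2 exon 7 is included in transfected HEK293 cells. Compound exposure lasted 30-36 h at 37C, with 4.5 mM final sodium butyrate as control, followed by a ONE-Glo read.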
# Numbers without * were called inactive; ? = inconclusive; [ ] = another dose, or the depositor's remark. The call rests on the fitted dose curve; in most records, active means well fitted curve in the direction sought with a large enough effect; inconclusive means small, poorly fitted or top-dose-only effect, or another doubt; inactive means no such curve, though single readings can be large; an effect the other way counts as inactive or inconclusive. Potency means the concentration at half of the fitted maximal effect. Only part of the results is shown; the hit share may differ from the screen's.
SMILES,GAA glycogen,SMN2 splice up
CCOc1ccc(C(=O)c2cn(CC(=O)Nc3ccc4c(c3)OCO4)c3ccc(OC)cc3c2=O)cc1,-17%[76.3 µM],-6%
O=C(CCS(=O)(=O)c1cc(Br)cc2c1N(C(=O)C1CC1)CC2)N1CCN(c2cccc(Cl)c2)CC1,13%[76.3 µM],6%
Cc1ccn2c(=O)c(C(=O)NCCc3ccc(S(N)(=O)=O)cc3)c(O)nc2c1,0%[76.3 µM],-1%
CC(C)NC(=O)c1nn(-c2ccccc2F)nc1CO,25%[76.3 µM],-25%
COC(=O)c1c(C)oc2ccc(N(C(=O)c3ccncc3)S(=O)(=O)c3cc(C)ccc3C)cc12,-14%[76.3 µM],-31%[inhibitor]
CCOC(=O)N1CCC(NC(=O)c2ccc3c(c2)N(Cc2ccccc2)C(=O)c2ccccc2S3=O)CC1 (configuration not stated),15%[76.3 µM],2%
Cc1cc(C)cc(NC(=O)Cn2cc(C(=O)C3CCCCC3)c3ccccc32)c1,-6%[76.3 µM],-7%
COc1ccc2c(c1)-c1nc(NC(=O)c3cc(Cl)ccc3OC)sc1CC2,8%[76.3 µM],1%
Cc1cccc(-c2nc(Cn3c(SCc4cc(C)ccc4C)nc4ccncc43)c(C)o2)c1,-18%[76.3 µM],2%
COC(=O)c1cc2sc(C)cc2n1Cc1ccccc1,11%[76.3 µM],-11%
COc1ccc(CNC(=O)CSCc2nc(-c3ccccc3F)oc2C)cc1,-11%[76.3 µM],-13%
CCOC(=O)c1c(C)c(C(=O)NCc2ccc(OC)cc2)c(C)n1CC,12%[76.3 µM],0%
CCCCCNC(=O)CCCCCn1c(=O)[nH]c2ccsc2c1=O,7%[76.3 µM],-5%
COc1ccccc1C1c2c(-c3ccc(Cl)cc3)n[nH]c2C(=O)N1c1ccc(C)cc1 (configuration not stated),?,-21%
CCOc1cccc(C2c3[nH]c4ccccc4c3CCN2C(=O)Cc2cccc(OCC)c2OCC)c1 (configuration not stated),2%[76.3 µM],-11%
CCCCOc1ccc(C(=O)N/C(=C\c2ccc(Br)cc2)C(=O)NC2CCCCC2)cc1,14%[76.3 µM],4%
Cc1ccc2nc3c(cc(C#N)c(=O)n3-c3nnc(SCc4ccc(F)cc4)s3)c(=O)n2c1,-4%[76.3 µM],3%
CN(Cc1ccccc1)C(=O)c1cn(C)c2ccc(S(=O)(=O)N3CCCCC3)cc2c1=O,11%[76.3 µM],1%
CCn1c(CNC(=O)C23CC4CC(CC(C4)C2)C3)nnc1SCC(=O)Nc1ccc(F)cc1,15%[76.3 µM],-8%
CCSc1ncc(Cl)c(C(=O)Nc2sc(C(C)=O)c(C)c2C(=O)OC)n1,-2%[76.3 µM],3%
CCOc1ccc(NC(=O)c2nc3nc(C)cc(C(F)F)n3n2)cc1,7%[76.3 µM],1%
CCC(=O)N1CCc2cc(S(=O)(=O)NC(C(=O)NCc3ccc(OC)cc3)C(C)C)ccc21 (configuration not stated),19%[76.3 µM],-2%
COc1ccccc1-c1cc(C(=O)Nc2c(C)nn(Cc3ccc(Cl)cc3)c2C)no1,3%[76.3 µM],-1%
Cc1cc(Nc2ccc(C)c(Cl)c2)n2nc(-c3ccccc3)nc2n1,16%[76.3 µM],4%
COc1ccccc1N1CCN(C(=O)CN2C(=O)COc3ccc(S(=O)(=O)N4CCC(C)CC4)cc32)CC1,0%[76.3 µM],-3%
CCOc1ccc(C(=O)c2cn(CC(=O)Nc3ccc(F)cc3)c3cc4c(cc3c2=O)OCO4)cc1,-6%[76.3 µM],-1%
CCN1CCOC(=O)C1CC(=O)Nc1ccc(C)c(Cl)c1 (configuration not stated),-1%[76.3 µM],2%
CCOC(=O)N1CCc2c(sc3c2c(=O)n(Cc2ccccc2)c(=O)n3CC(=O)Nc2c(C)cccc2C)C1,?,2%
COC(=O)c1sc(-c2ccccc2)cc1NC(=O)c1cccc(F)c1,2%[76.3 µM],5%
COc1ccc(/C=C(\C#N)c2nc3ccccc3n2C)c(OC)c1,12%[76.3 µM],24%
CCc1nn(CC(=O)NCc2ccco2)c(=O)c2cc3cc(F)ccc3n12,-3%[76.3 µM],9%
CC(C)c1ccc(C(=O)CC2(O)C(=O)N(CCc3ccccc3)c3ccc(Cl)cc32)cc1 (configuration not stated),-3%[76.3 µM],-11%
CC(=O)Nc1ccc(-n2cc3c(c2-c2ccc(C)cc2)c(=O)n(C)c(=O)n3C)cc1,-7%[76.3 µM],9%
COc1ccc(NC(=O)c2sc3nc(C)c(C(=O)Nc4ccc(Cl)cc4)c(-c4ccc(Br)cc4)c3c2N)cc1,-2%[76.3 µM],-7%
COc1ccc(C2=NC3(CCCCCC3)N(CC(=O)Nc3ccc(C)c(C)c3)C2=O)cc1,-13%[76.3 µM],-8%
COC(=O)c1c(NC(=O)COc2cccc(C(F)(F)F)c2)sc2c1CCCC2,14%[76.3 µM],19%

# Some values from the entries so far:
# Entry for `CCc1nn(CC(=O)NCc2ccco2)c(=O)c2cc3cc(F)ccc3n12` under SMN2 splice up: 9%
# Entry for `CCOc1ccc(C(=O)c2cn(CC(=O)Nc3ccc(F)cc3)c3cc4c(cc3c2=O)OCO4)cc1` under GAA glycogen: -6%[76.3 µM]

# Continued.
SMILES,GAA glycogen,SMN2 splice up
COc1cccc(N2CCN(C(=O)c3cc4c(s3)-c3ccccc3OC4)CC2)c1,-9%[76.3 µM],-2%
CC(=O)c1cccc(Nc2cc(C)nc3nc(Cc4ccccc4)nn23)c1,12%[76.3 µM],15%
CCOC(=O)c1ccccc1NC(=O)Cn1ncc2c1-c1ccccc1OC2,-12%[76.3 µM],-13%
COc1ccc(/C=C/c2nc(C#N)c(N3CCN(c4ccccc4)CC3)o2)cc1OC,-6%[76.3 µM],1%
CCOC(=O)c1cc2c(=O)n3ccccc3nc2n(CC2CCCO2)c1=NC(=O)c1ccccc1OCC (configuration not stated),0%[76.3 µM],-7%
CCN(C(=O)c1cnc2ccc(C)cn2c1=O)c1ccccc1,-7%[76.3 µM],-9%
CCOc1ccc2c(c1)c(=O)c(S(=O)(=O)c1ccc(Cl)cc1)cn2Cc1ccccc1C,3%[76.3 µM],-7%
COc1ccc2c(c1)CCc1c(C(=O)Nc3c(C)nn(Cc4ccc(Cl)cc4)c3C)noc1-2,9%[76.3 µM],-1%
COC(=O)c1ccc([C@H]2Nc3ccc(S(=O)(=O)Nc4cccc(C)c4)cc3[C@H]3C=CC[C@H]32)cc1,4%[76.3 µM],-3%
Cc1ccc(N2C(=O)c3n[nH]c(C)c3C2c2ccc(C(C)C)cc2)cc1 (configuration not stated),0%[76.3 µM],-16%
CCOc1ccc(NC(=O)c2cnn3c2NC(C)=C(C(=O)Nc2ccc(Cl)cc2)C3c2ccc(OC)c(OC)c2)cc1 (configuration not stated),-5%[76.3 µM],7%
COc1ccc2c(c1)CCc1c(C(=O)Nc3cc(OC)c(Cl)cc3OC)noc1-2,19%[76.3 µM],3%
O=C(Nc1ncc(Cc2ccc(F)cc2)s1)c1ccc2c(c1)CC(c1ccccc1)OC2=O (configuration not stated),15%[76.3 µM],0%
COc1ccc(C(=O)/C=C/c2cn(CC(O)CN3CCc4ccccc43)c3ccccc23)cc1OC (configuration not stated),-12%[76.3 µM],-51%[inhibitor]
Cc1cccc(C)c1NC(=O)c1ccc2c(c1)N(Cc1cccc(Cl)c1)C(=O)c1ccccc1S2=O (configuration not stated),-7%[76.3 µM],13%
COc1ccc(NC(=O)c2sc3nc(C)c(C(=O)Nc4ccc(C)cc4C)c(-c4cccs4)c3c2N)cc1,-7%[76.3 µM],-4%
COc1ccc(C2Oc3nc(SC)nnc3-c3ccccc3N2C(C)=O)cc1 (configuration not stated),11%[76.3 µM],-5%
COc1ccccc1N1CCN(S(=O)(=O)c2c(C)sc3ncn(CC(=O)Nc4ccc(C)cc4Br)c(=O)c23)CC1,13%[76.3 µM],11%
CCc1cccc(NC(=O)Cn2c(=O)n(CC(=O)NCCc3ccccc3)c(=O)c3ccccc32)c1,0%[76.3 µM],-1%
Cc1cc2oc(C(=O)Nc3ccc(S(=O)(=O)N4CCCCCC4)cc3)cc(=O)c2cc1C,9%[76.3 µM],0%
CCN(CC)CCOC(=O)c1ccc(NC(=O)c2nn(-c3ccc(C)cc3)c(=O)c3c2c2ccccc2n3C)cc1,-11%[76.3 µM],-6%
COc1ccc(NC(=O)CSC2=Nc3ccccc3C3=NC(CCC(=O)NCc4ccc(F)cc4)C(=O)N23)cc1Cl (configuration not stated),10%[76.3 µM],-8%
Cc1cc(C)c(OCC(=O)Nc2cccc(-c3nc4ncccc4o3)c2)c(Br)c1,-1%[76.3 µM],-6%
COc1ccc2cc3c(N)nn(C(=O)c4ccc(OC)c(OC)c4)c3nc2c1,-4%[76.3 µM],-5%
C#CC(C)(CC)NC(=O)Cn1nnc(-c2ccc(OCc3c(F)cccc3Cl)cc2)n1 (configuration not stated),0%[76.3 µM],-28%
CCOc1ccc(Oc2nc(NCC(C)C)nc(NC(C)(C)C)n2)nn1,5%[76.3 µM],?
O=C1[C@@H]2CSC(c3ccc(Cl)cc3)N2C(=O)N1c1ccccc1 (some centres not stated),11%[76.3 µM],0%
CC(C)Sc1ncc(Cl)c(C(=O)Nc2nnc(C(C)C)s2)n1,15%[76.3 µM],-10%
Cc1cc(C)c2nc(N3CCCC(C(=O)NCc4cccc(Br)c4)C3)sc2c1 (configuration not stated),-10%[76.3 µM],27%
CCOC(=O)CCn1cnc2onc(-c3ccccc3Cl)c2c1=O,-9%[76.3 µM],-13%
COc1ccc2cc3cc(C(=O)NCc4ccccc4OC)oc3nc2c1,6%[76.3 µM],-3%
COC(=O)CCn1cnc2onc(-c3cc(F)cc(F)c3)c2c1=O,2%[76.3 µM],-10%
Cc1nnc(NC(=O)c2ccccc2)s1,-16%[76.3 µM],?
Cc1ccc(C)c(Cn2nnc(C(=O)NCc3ccc(Cl)cc3Cl)c2N)c1,-22%[76.3 µM],-2%
CCN(CC)c1ccc(NC(=O)CCc2nc3cccnc3n2Cc2cccs2)c(C)c1,11%[76.3 µM],0%
COc1ccc(C2CC(=O)c3cc(-c4nc(-c5ccc(Cl)cc5)c(C)s4)c(=O)[nH]c3C2)cc1 (configuration not stated),-8%[76.3 µM],-15%

# Arranged by formula weight (falling): four of the compounds above
SMILES,GAA glycogen,SMN2 splice up
CCOC(=O)N1CCc2c(sc3c2c(=O)n(Cc2ccccc2)c(=O)n3CC(=O)Nc2c(C)cccc2C)C1,?,2%
CCN(C(=O)c1cnc2ccc(C)cn2c1=O)c1ccccc1,-7%[76.3 µM],-9%
COC(=O)c1cc2sc(C)cc2n1Cc1ccccc1,11%[76.3 µM],-11%
Cc1nnc(NC(=O)c2ccccc2)s1,-16%[76.3 µM],?

# Record cards (already shown). Order of screens: GAA glycogen, SMN2 splice up
# CCOc1ccc(Oc2nc(NCC(C)C)nc(NC(C)(C)C)n2)nn1 as listed: 5%[76.3 µM], ?
# C#CC(C)(CC)NC(=O)Cn1nnc(-c2ccc(OCc3c(F)cccc3Cl)cc2)n1 (configuration not stated) as listed: 0%[76.3 µM], -28%
# CCN(CC)c1ccc(NC(=O)CCc2nc3cccnc3n2Cc2cccs2)c(C)c1 as listed: 11%[76.3 µM], 0%
# Cc1nnc(NC(=O)c2ccccc2)s1 as listed: -16%[76.3 µM], ?
# Cc1ccc(C)c(Cn2nnc(C(=O)NCc3ccc(Cl)cc3Cl)c2N)c1 as listed: -22%[76.3 µM], -2%

# Carrying on.
SMILES,GAA glycogen,SMN2 splice up
COCc1cc(C)nc2sc(C(=O)Nc3ccc(OC(F)(F)F)cc3)c(N)c12,13%[76.3 µM],-13%
O=C(Nc1ccc(C(F)(F)F)cc1)C1CCC(CNS(=O)(=O)c2cccc3nsnc23)CC1 (configuration not stated),13%[76.3 µM],-10%
CCOc1ccccc1C1C(C(=O)Nc2ccccc2)=C(C)Nc2nc(-c3ccccc3)nn21 (configuration not stated),-2%[76.3 µM],6%
COc1ccc(NC(=O)C2CCC(CNS(=O)(=O)c3ccc(Br)s3)CC2)cc1OC (configuration not stated),1%[76.3 µM],4%
COc1ccc(OCC(=O)Nc2ccc(O)c(-c3nc4ccccc4s3)c2)cc1,13%[76.3 µM],8%
Brc1ccc(-c2ccc(CNCCSc3nnnn3-c3ccccc3)o2)cc1,-15%[76.3 µM],-35%[inhibitor]
COc1ccc(-c2cc(C)nc3c(-c4ccc(OC)c(OC)c4)c(C)nn23)cc1,-20%[76.3 µM],3%
COc1ccc(-c2cc(C(F)(F)F)c(C#N)c(SCC(=O)Nc3cccc(C)c3)n2)cc1,16%[76.3 µM],-8%

# From PubChem
